Pol beta inh: inhibitors of human DNA polymerase beta; P06746; Pol beta primer extension/strand displacement, fluorescence kinetic; Potency, µM (doses to about 114 µM), inactives show at the highest dose activity change, negative = inhibition, usual class: inhibitors; 1.3% of 340,000 active; AID 485314; note: % is set by controls: 0 for no effect and ±100 for the full control effect
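Reaction started by 50 nM substrate onto compound-treated Pol beta (10 nM, 15 min preincubation, room temperature); plates read at 0 min and 10 min. Normalized concentration-effect data fitted by four-parameter Hill equation.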
BAZ2B block: inhibitors of human BAZ2B bromodomain. Q9UIF8. AlphaScreen BAZ2B-H3K14Ac peptide displacement. Potency, µM (highest dose often 114 µM), for inactives: top-dose activity change, negative = inhibition, most hits filed as inhibitors. 4.4% of 360,000 active. AID 504333; note: % is set by controls: 0 for no effect and ±100 for the full control effect; nearly all actives have a fitted effect of over 60% in size
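BAZ2B (50 nM) with biotin-H3(5-23)K14Ac peptide (50 nM) in PBS pH 7.4, 0.01% Tween-20, preformed 30 min, then compound 30 min at room temperature; top concentration 110uM. AlphaScreen streptavidin donor/nickel chelate acceptor beads (10 ug/mL final), 20 min dark, signal read.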
BLM helicase inh: Bloom syndrome helicase (human) inhibition. Potency, µM (top dose mostly 56.1 µM), without a hit: at the highest dose activity change, negative = inhibition, hits mostly inhibitors. 0.2% of 350,000 active. AID 2528. recombinant BLM DNA unwinding, fluorescence dequenching. P54132;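 note: plate controls were vehicle for no effect and no enzyme for full effect; nearly all actives have a fitted effect of over 35% in size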
JMJD2A Tudor: inhibitors of human JMJD2A Tudor domain; 4.4% of 390,000 active; AlphaScreen JMJD2A-Tudor / H3K4me3 peptide binding; AID 504339; Potency, µM (top dose mostly 114 µM), for inactives: at the highest dose activity change, negative = inhibition, actives largely listed as inhibitors; O75164; note: % is set by controls: 0 for no effect and ±100 for the full control effect; nearly all actives have a fitted effect of over 50% in size
APE1 inh: APE1 (human) endonuclease inhibition | P27695 | recombinant APE1, TAMRA/BHQ-2 abasic DNA cleavage fluorescence | Potency, µM (titrated, usually from 65.8 µM), inactives show top-dose activity change, negative = inhibition, most hits filed as inhibitors | 0.35% of 350,000 active | AID 2517;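 note: plate controls were vehicle for no effect and reference inhibitor for full effect; nearly all actives have a fitted effect of over 55% in size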
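Activity was derived from the fluorescence gain between first and third kinetic reads (60 s intervals, ex 525/em 598 nm) after 50 nM THF-abasic TAMRA/BHQ-2 duplex was added to 0.75 nM APE1 preincubated 15 min with compound.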
Pol iota inh: blocks human DNA polymerase iota activity | Q9UNA4 | Potency, µM (doses to about 115 µM), without a hit: at the top dose activity, negative = inhibition, actives largely listed as inhibitors | 1% of 390,000 active | Pol iota fluorescent replication assay, 10 min | AID 588590
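Pol iota at 10 nM preincubated 15 min with compounds at room temperature; reaction started with fluorescent substrate, 50 nM final. Fluorescence read kinetically at 0 and 10 min; buffer-only wells as negative control.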
G9a inh: blocks human histone lysine methyltransferase G9a; Potency, µM (top dose mostly 102 µM), for the others: top-dose activity, negative = inhibition, hits mostly inhibitors; Q96KQ7; 8.8% of 350,000 active; G9a H3K9 monomethylation, AlphaScreen, 2 h; note: % is set by controls: 0 for no effect and ±100 for the full control effect; nearly all actives have a fitted effect of over 75% in size
Target sequence (Q96KQ7 913-1193 limits assumed): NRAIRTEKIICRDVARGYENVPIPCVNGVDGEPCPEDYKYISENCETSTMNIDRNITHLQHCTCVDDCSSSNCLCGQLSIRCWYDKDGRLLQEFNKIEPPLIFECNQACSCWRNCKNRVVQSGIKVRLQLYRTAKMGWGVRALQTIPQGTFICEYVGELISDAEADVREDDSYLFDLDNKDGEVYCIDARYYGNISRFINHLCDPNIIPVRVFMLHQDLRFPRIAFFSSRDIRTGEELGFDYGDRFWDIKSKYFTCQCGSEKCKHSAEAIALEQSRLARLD
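AlphaScreen read-out: biotin-H3K9 peptide (500 nM) methylation by 20 nM enzyme with 20 uM SAM, 2 h at room temperature after 15 min compound preincubation; anti-monomethyl H3K9 antibody plus donor/acceptor beads, 10 min dark.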
POLH inh: inhibitors of human DNA polymerase eta | Q9Y253 | recombinant Pol eta, fluorescent DNA replication assay | Potency, µM (titrated, usually from 114 µM), without a hit: at the top dose activity change, negative = inhibition, usual class: inhibitors | 1.2% of 390,000 active; note: % is set by controls: 0 for no effect and ±100 for the full control effect
Target sequence (Q9Y253 whole entry, looked up): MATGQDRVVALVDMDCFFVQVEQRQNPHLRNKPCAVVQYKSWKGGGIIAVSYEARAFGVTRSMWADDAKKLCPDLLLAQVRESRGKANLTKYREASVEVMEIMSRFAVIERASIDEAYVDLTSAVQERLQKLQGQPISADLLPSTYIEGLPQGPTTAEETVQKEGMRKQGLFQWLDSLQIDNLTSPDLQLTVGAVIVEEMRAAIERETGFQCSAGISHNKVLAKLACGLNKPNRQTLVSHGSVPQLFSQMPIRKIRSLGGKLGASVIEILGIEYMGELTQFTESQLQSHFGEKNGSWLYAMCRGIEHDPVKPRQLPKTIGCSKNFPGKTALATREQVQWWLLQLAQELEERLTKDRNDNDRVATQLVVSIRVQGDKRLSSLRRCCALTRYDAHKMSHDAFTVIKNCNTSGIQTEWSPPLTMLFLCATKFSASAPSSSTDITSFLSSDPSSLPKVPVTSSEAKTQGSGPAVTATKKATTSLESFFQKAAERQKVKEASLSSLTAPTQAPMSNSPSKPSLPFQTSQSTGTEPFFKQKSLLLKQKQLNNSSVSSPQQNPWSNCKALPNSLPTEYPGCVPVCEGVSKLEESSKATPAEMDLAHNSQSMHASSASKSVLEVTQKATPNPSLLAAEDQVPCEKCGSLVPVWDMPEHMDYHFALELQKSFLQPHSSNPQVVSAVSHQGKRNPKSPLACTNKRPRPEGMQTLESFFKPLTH
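Pol eta (10 nM) was preincubated with compounds for 15 min at room temperature, after which fluorescent replication substrate (50 nM final) was added to start the reaction. Fluorescence was read kinetically at 0 and 10 min.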
POLK inh: blocks human DNA polymerase kappa activity. Q9UBT6. purified Pol kappa, fluorescent DNA synthesis assay, 10 min. Potency, µM (top dose mostly 107 µM), without a hit: at the highest dose activity, negative = inhibition, actives largely listed as inhibitors. 0.53% of 400,000 active; note: % is set by controls: 0 for no effect and ±100 for the full control effect
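Readout: fluorescence, taken kinetically at 0 and 10 min. Conditions: 10 nM Pol kappa, 15 min RT compound preincubation, 50 nM substrate final. Controls: enzyme-free buffer wells.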
Numbers without * were called inactive; ? = inconclusive; . = not tested or not shown; [ ] = another dose, or the depositor's remark. Calls come from the whole dose curve; as a rule, active = well fitted curve in the direction sought with a large enough effect; inconclusive = small, poorly fitted or top-dose-only effect, or another doubt; inactive = no such curve, though single readings can be large; an effect the other way counts as inactive or inconclusive. Potency is the fitted concentration of half-maximal effect. This is a subset. The share of hits here may be higher or lower than overall.

SMILES	Pol beta inh	BAZ2B block	BLM helicase inh	JMJD2A Tudor	APE1 inh	Pol iota inh	G9a inh	POLH inh	POLK inh
CCN(CC)C(=O)c1sc2c(c1C)c(=O)n(-c1ccc(Cl)c(Cl)c1)c(=O)n2CC(=O)Nc1cccc(OC)c1	33%[activator]	-3%	-9%	-24%	.	-9%	1%[59 µM]	-11%	-6%[60.1 µM]
CCN(CC)S(=O)(=O)c1ccc(N2CCN(C)CC2)c(NC(=O)c2cc(=O)c3ccccc3o2)c1	0%	29%	-2%	-11%	47%[activator]	35%[activator]	1%	-16%	-17%
Cc1cc(C)cc(NC(=O)NCc2noc3ccccc23)c1	1%	-23%	-5%	-17%	.	24%	4%[59 µM]	-9%	-5%
O=C1N(CN2CCN(Cc3ccccc3)CC2)c2ccccc2C12OCCCO2	11%	0%	-1%	-9%	0%	87%[activator]	1%	-16%	6%
O=C(Nc1ccc2c(c1)OCO2)c1nn(-c2ccccc2)c(=O)c2ccccc12	-3%	-7%	-6%	-19%	-4%	-4%	-31%[12.7 µM]	-14%	0%
CCOC(=O)CC(=O)CSc1nc(C)nc2c1oc1ccccc12	?	-20%	-9%	-19%	1%	18%	-10%[59 µM]	?	-8%
C#Cc1ccc([C@H]2C=C(C(=O)NCc3ccccc3)O[C@@H](OCc3ccc(CO)cc3)C2)cc1	.	.	.	-17%	.	?	.	3%	2%
Cc1ccc(NC(=O)c2c(C)oc3ccc(O)c(CN4CCCC4)c23)c(C)c1	13%	-8%	-9%	-20%	.	-1%	-29%[59 µM]	-16%	4%
CNC(=O)c1cc2c(=O)n3cc(C)ccc3nc2n(C(C)C)c1=N	2%	-7%	16%	-2%	-7%	33%[activator]	5%[59 µM]	-12%	8%
Cc1ccc(N2CN(CCC3=CCCCC3)CNC2=S)cc1	36%[activator]	-23%	-2%	-25%	12%	-7%	.	-5%	2%
NC(=O)c1ccc(C(=O)N/N=C/c2cccc(Oc3ccccc3)c2)cc1	-16%	-17%	-5%	-17%	29%	25%	17%	0%	-8%
CCOC(=O)c1ccn(-c2nc(-c3ccco3)cc(C(F)(F)F)n2)n1	-17%	12%	-10%	-6%	16%	11%	?	-19%	2%
COc1ccc(/C(CC2OC(=O)c3ccccc32)=N\NC(N)=O)cc1 (stereo not given)	-1%	-2%	2%	-6%	-2%	81%[activator]	-4%	-6%	-4%
O=C(Cn1nnc(-c2ccccc2Cl)n1)N1CCCCC1	?	-6%	1%	-3%	5%	72%[activator]	.	-20%	2%
O=C1C2C3CC(C(Br)C3Br)C2C(=O)N1CC1CCCO1 (stereo not given)	?	-1%	-4%	-13%	1%	132%[activator]	0%	-2%	-7%
C=CCOC(=O)C1=C(C)OC(N)=C(C#N)C1c1ccccc1F (stereo not given)	8%	-2%	-5%	-12%	-1%	0%	-1%	-15%	-11%
COc1ccc(OC)c(NS(=O)(=O)c2ccc(NC(=O)c3ccc(NS(C)(=O)=O)cc3)cc2)c1	21%	-36%	-4%	-13%	-2%	24%	8%[59 µM]	-16%	-2%
CNC(=S)Nc1ccccc1-c1ccccc1	1%	-18%	0%	-5%	2%	7%	17%[59 µM]	-19%	1%
CN(CC(=O)Nc1ccc(F)c(F)c1F)C(=O)C1CCN(C(=O)Nc2ccccc2)CC1	.	-3%	.	-18%	2%	21%	1%	-10%	-11%
COc1ccc(NC(=O)c2cccc(S(=O)(=O)N(C)c3ccccc3)c2)cn1	13%	-7%	-1%	-19%	?	20%	8%[59 µM]	-19%	-17%
COc1ccc(C2C(C(C)=O)=C(O)C(=O)N2c2cccnc2)c(OC)c1 (stereo not given)	3%	?	-4%	25µM*	-3%	0%	-3%[59 µM]	3%	-7%
O=C(O)c1ccc(CNC(=O)C2CCCN2C(=O)OCc2ccccc2)cc1 (stereo not given)	8%	1%	0%	-14%	8%	-3%	16%	-10%	-14%
COc1cccc(COC(=O)CSCC(=O)Nc2cccc(C)c2)c1OC	.	9%	.	-4%	14%	10%	4%[0.501 µM]	-10%	-1%
O=C(Nc1ccncc1)c1cc2ccccc2o1	3%	0%	2%	-8%	-5%	9%	10%[12.7 µM]	8%	-2%
O=C(c1cc2nc(-c3cccs3)cc(C(F)(F)F)n2n1)N1CCCc2ccccc21	12%	-28%	-8%	-2%	-2%	-3%	4%[59 µM]	7%	-11%
The results go on:
SMILES	Pol beta inh	BAZ2B block	BLM helicase inh	JMJD2A Tudor	APE1 inh	Pol iota inh	G9a inh	POLH inh	POLK inh
Cc1ccc(S(=O)(=O)C2CCCCC2=O)cc1 (stereo not given)	14%	12%	2%	0%	4%	91%[activator]	15%[59 µM]	-5%	-5%
O=C(c1ccccc1Br)N1CCC(c2nc3ccccc3s2)CC1	33%[activator]	2%	-6%	-7%	13%	-6%	16%[0.501 µM]	-4%	-7%
O=C(N/N=C/c1cccnc1)c1ccccc1Cl	-29%	1%	-3%	-12%	39%	?	-2%	-9%	-4%
CC(C)(CNC(=O)CCC1CCCC1)CNC(=O)CCC1CCCC1	-29%	3%	1%	11%	-6%	14%	.	-16%	-3%
O=C(c1ccccc1)N1CCC(c2nc(-c3ccc(S(=O)(=O)N4CCOCC4)cc3)no2)CC1	16%	-1%	-4%	0%	-1%	-8%	12%[59 µM]	?	-2%
CCc1ccc(S(=O)(=O)c2c(C(=O)c3ccccc3)cnc3ccc(CC)cc23)cc1	3%	?	-8%	-31%	.	34%	-38%[59 µM]	-10%	-2%
O=C(O)c1cccc(-n2nc(-c3ccc(Cl)c([N+](=O)[O-])c3)c3ccccc3c2=O)c1	21%	-33%	2%	-19%	23%	11%	?	?	-4%
O=C(Cc1ccccc1[N+](=O)[O-])N1CCN(S(=O)(=O)c2ccccc2)CC1	-30%	-14%	-20%	-23%	10%	15%	.	-4%	-26%
CSc1nc2ccc(S(=O)(=O)N3CCc4ccccc43)cc2s1	4%	9%	-6%	22%	-2%	7%	-6%[59 µM]	-9%	-1%
Cc1onc(-c2ccccc2Cl)c1C(=O)NC(=S)NCCc1ccccc1	17%	-6%	-8%	13%	-2%	25%	41%[59 µM]	-10%	-10%
Cn1nnc2cc(C(=O)N3CCCCCC3)ccc21	11%	-2%	1%	-9%	3%	20%	26%[59 µM]	-16%	-1%
CC(=O)Nc1ccc(OCc2nnc(-c3ccc(Cl)cc3)o2)cc1	?	1%	-3%	-9%	0%	13%	19%	-1%	-9%
CCC(C)NC(=O)c1ccccc1NC(=O)C1COc2ccccc2O1 (stereo not given)	9%	-2%	1%	-13%	18%	12%	2%	-11%	0%
COc1cc(OC)cc(C(=O)NNC(=O)NC2CCCCC2)c1	33%	1%	-13%	-12%	1%	-3%	6%[59 µM]	6%	2%
CN1CCN(c2ccc(S(=O)(=O)N3CCOCC3)cc2NC(=O)CCc2ccccc2)CC1	10%	-6%	3%	-9%	20%	7%	.	-2%	-16%
Cc1ccc2nc(C)cc(C(=O)N3CCCC(N4CCN(c5ccccc5C)CC4)C3)c2c1 (stereo not given)	13%	-37%	-4%	-30%	15%	19%	0%	-12%	-4%
COc1cccc(CNC(=O)C2(C)Oc3ccccc3NC2=O)c1 (stereo not given)	1%	5%	0%	-3%	1%	17%	-32%[59 µM]	8%	-1%
N#Cc1ccccc1NC(=O)C(=O)NCC(c1cccnc1)N1CCc2ccccc21 (stereo not given)	17%	2%	2%	2%	.	2%	2%[59 µM]	-13%	6%
C/C(=N\Nc1cc(-c2ccccc2)nc(-c2ccc(Br)cc2)n1)c1cccc(N)c1	.	.	.	?	.	-6%[58.9 µM]	.	-6%	-13%
O=C(NCC1CCN(c2ccc(S(=O)(=O)N3CCOCC3)cc2)CC1)c1ccc(Cl)cc1	3%	-1%	-5%	1%	2%	2%	?	-17%	-2%
Cc1cccc(C(=O)NC2CC3CCC(C2)N3C)c1 (stereo not given)	.	-1%	.	-9%	12%	33%[activator]	-3%[0.501 µM]	-6%	-12%
COc1ccc(N2CCN(C(=O)c3ccc4c(=O)n5c(nc4c3)CCCCC5)CC2)cc1	11%	?	-1%	-29%	44%	37%[activator]	-7%[12.7 µM]	-23%	2%
CC(=O)c1ccccc1NC(=O)c1ccc(N2CCCC2=O)cc1	.	6%	.	2%	-7%	13%	?	-11%	12%
CCc1nnc(NC(=O)C2CSC3(C)CCC(=O)N23)s1 (stereo not given)	.	-2%	.	-10%	2%	37%[activator]	-41%	-2%	-5%
O=C(NNC(=O)c1oc2ccccc2c1-n1cccc1)c1ccco1	-20%	-27%	-1%	-27%	-4%	?	-7%	-9%	-24%

One compound at a time, as listed above. Screens in order: Pol beta inh, BAZ2B block, BLM helicase inh, JMJD2A Tudor, APE1 inh, Pol iota inh, G9a inh, POLH inh, POLK inh
Entry for CC(=O)c1ccccc1NC(=O)c1ccc(N2CCCC2=O)cc1 = ., 6%, ., 2%, -7%, 13%, ?, -11%, 12%
Entry for O=C(c1ccccc1Br)N1CCC(c2nc3ccccc3s2)CC1 = 33%[activator], 2%, -6%, -7%, 13%, -6%, 16%[0.501 µM], -4%, -7%
Entry for CCc1nnc(NC(=O)C2CSC3(C)CCC(=O)N23)s1 (stereo not given) = ., -2%, ., -10%, 2%, 37%[activator], -41%, -2%, -5%
Entry for O=C(N/N=C/c1cccnc1)c1ccccc1Cl = -29%, 1%, -3%, -12%, 39%, ?, -2%, -9%, -4%

Additional structures follow.
SMILES	Pol beta inh	BAZ2B block	BLM helicase inh	JMJD2A Tudor	APE1 inh	Pol iota inh	G9a inh	POLH inh	POLK inh
Cc1ccc(CNC(=O)C(CC(C)C)NS(=O)(=O)c2ccc3c(c2)oc(=O)n3C)cc1 (stereo not given)	35%	-18%	-4%	-6%	.	-16%	-25%[59 µM]	0%	-13%
O=C(CS(=O)(=O)c1cccc2nsnc12)NCc1ccccc1	4%	9%	0%	-6%	.	14%	5%[59 µM]	-11%	-13%[60.1 µM]
Cc1ccccc1SCC(=O)NNC(=O)c1ccncc1	.	3%	.	-2%	19%	0%	?	2%	2%
CO/N=C(/CS(=O)Cc1ccc(Cl)cc1)c1ccc(Cl)cc1 (stereo not given)	-2%	-2%	-6%	-7%	-4%	19%	-10%[59 µM]	-14%	-8%[60.1 µM]
O=C1COc2ccccc2CN1	25%	-4%[57.1 µM]	-2%	-9%	-4%	3%	20%	-14%	2%
O=c1c(-c2ccccc2)coc2c(CN3CCOCC3)c(O)ccc12	0%	-3%	-3%	-15%	-3%	22%	4%[12.7 µM]	-18%	-5%

Bioassay records from PubChem BioAssay.
